EWS-Fli block – blocks EWS/Fli oncoprotein-driven transcription. A673 NR0B1-luciferase reporter, viability-normalised. inhibition, % at 12.6 µM. 350,000 compounds, 0.67% hits;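 active = mean inhibition of at least 50% after viability correction, with every replicate also passing that limit; inconclusive = mean reaches 50% but only one of two replicates passes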;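 also: firefly luciferase signal divided by Alamar Blue viability fluorescence both relative to DMSO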
Cneo AK release – causes C. neoformans cell lysis; adenylate kinase release luminescence, 4 h; normalised: neutral wells 0, clomiphene wells 100; lysis activity, % at 15 µM; 360,000 compounds, 0.2% hits; AID 651654;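 active = mean lysis activity across replicates of at least 80%, whatever share of replicates individually reach that level; inactive = mean lysis activity below 80%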
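Material: C. neoformans cells; Schedule: 4 h static compound exposure, 37 °C, read 1 h post-reagent; Measured by: adenylate kinase release luminescence; Read-out: signal increase indicating cell lysis; Controls: Clomiphene as positive lysis control.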
PGC1a acetyl inh – PGC1a acetylation modulation, inhibitor mode; U2OS PGC1a acetylation, AlphaScreen anti-acetyl-lysine; with virally co-expressed GCN5 acetyltransferase; inhibition, % at 15.6 µM; 350,000 compounds, 0.17% hits; AID 651687;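 active = every replicate shows inhibition of at least 40%; inconclusive = mean inhibition at least 40% but some replicate below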;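 also: 0% = neutral control wells and 100% = positive control wells; some results beyond the cut were filed as inactive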
miR122 inh – miR-122 inhibition in Huh7 cells | activation (reporter increase), % at 12.5 µM | 340,000 compounds, 0.3% hits | Huh7 miR-122 Renilla luciferase sensor, 48 h; neutral wells = 0, positive control = 100 | AID 602342;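 active = mean replicate activation score at least 90 and every replicate individually at or above 90; inconclusive = only one of the two criteria met; inactive = neither criterion met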;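 also: higher luciferase means less miR-122 activity so hits act as miR-122 inhibitors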
PAX8 reporter – lowers PAX8-driven luciferase in RMG-I cells; RMG-I TPO-luciferase reporter, SteadyGlo, 24 h; 360,000 compounds, 1.2% hits; inhibition, % at 12.6 µM;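 active = mean replicate inhibition at least 60% with every replicate also reaching 60%; inconclusive = only one of the two criteria is met; inactive = mean below 60% and not all replicates reaching 60%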;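 also: luciferase light reporting Pax8 driven TPO promoter activity; plate controls were median of neutral control wells for no effect and mitoxantrone controls for full effect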
LGR2 antag – blocks bursicon-induced cAMP signaling via Drosophila LGR2; HEK293 LGR2, CRE-luciferase, bursicon-stimulated, 4 h; inhibition, % at 9.99 µM; 380,000 compounds, 0.35% hits;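 active = drop in luminescence signal, shown as inhibition above about 50% in the replicate tests, limit read from the data, passing the limit was not always enough; inconclusive = probably only some replicates passing the limit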;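 also: agonist challenge used bursicon conditioned medium at about half maximal strength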
FN deposition inh – fibronectin deposition inhibition; inhibition, % at 12.6 µM; 350,000 compounds, 0.086% hits; AH1F fibroblasts, Alexa488-fibronectin deposition fluorescence, overnight; AID 743247;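 active = mean inhibition across replicates of 30% or more, regardless of how many single replicates reach that level; inconclusive = mean under 30% yet at least half of replicates reach 30%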;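 also: positive control wells lacked labelled fibronectin entirely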
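Material: AH1F fibroblast monolayer depositing Alexa488-labelled fibronectin into matrix | Input: 10000 AH1F cells/well | Medium: DMEM plus 2% serum, read in PBS | Reagent: Alexa488-fibronectin, 24 nM final in well | Compound dosing: One dose per compound, pinned | Schedule: 1 h adhesion, overnight exposure | Measured by: Fluorescence at 485 nm excitation, 525 nm emission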
CASP6 VEID inh – inhibitors of human caspase-6; P55212; purified caspase-6, Z-VEID-R110 cleavage fluorescence; inhibition, % at 12.5 µM; 350,000 compounds, 0.53% hits; AID 686996;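 active = mean inhibition across replicates at least about 35%, with every replicate also reaching that limit, limit read from the data; inconclusive = only one of the two criteria met; inactive = neither criterion met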;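 also: 0% = median of neutral control wells and 100% = no fluorescence left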
Target sequence (P55212 24-179 limits assumed): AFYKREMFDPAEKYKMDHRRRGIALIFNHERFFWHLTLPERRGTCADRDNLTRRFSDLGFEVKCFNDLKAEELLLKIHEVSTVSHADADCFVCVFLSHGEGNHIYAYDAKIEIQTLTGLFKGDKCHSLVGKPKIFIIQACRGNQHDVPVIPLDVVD
Target sequence (P55212 194-293 limits assumed): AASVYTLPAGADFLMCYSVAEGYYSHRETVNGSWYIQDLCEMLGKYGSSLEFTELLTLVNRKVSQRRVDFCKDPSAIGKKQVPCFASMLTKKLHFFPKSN
Starred values were filed as active, the others as inactive; ? = inconclusive; . = not tested or not shown; [ ] = dose if it differs, or a comment.

SMILES	EWS-Fli block	Cneo AK release	PGC1a acetyl inh	miR122 inh	PAX8 reporter	LGR2 antag	FN deposition inh	CASP6 VEID inh
CN(CC(=O)Nc1ccccc1Cl)C(=O)COC(=O)c1ccc([N+](=O)[O-])cc1Cl	-0.9	-1.5	.	.	-18.5	12.3	7.7	5.2
Cc1ccc(C)c(-n2ccnc2SCC(=O)c2c(N)n(C3CC3)c(=O)[nH]c2=O)c1	5.7	-2.3	-1.9	-3.0	10.3	18.9	-2.4	3.4
COc1ccccc1NC(=O)C(C)N(C)CC(=O)Nc1cccc2ccccc12 (configuration not stated)	-3.4	4.6	16.4	-1.5	.	13.5	-1.1	-0.8
COc1ccc(C(=O)OC/C(O)=C(\C#N)c2nc3ccccc3[nH]2)cc1S(=O)(=O)N1CCOCC1	.	-0.8	-19.8	25.1	2.9	-4.6	-3.9	.
CCC(=O)N(C)C[C@H]1Oc2cc(C#Cc3ccccc3)ccc2S(=O)(=O)N([C@@H](C)CO)C[C@@H]1C	2.9	-4.0	22.2	-28.5[16.7 µM]	23.3	-3.8	5.3	-1.0
Cc1ccccc1CNC(=O)Cn1ccc2cc(S(=O)(=O)N3CCCCCC3)ccc21	.	3.4	-7.1	5.2	-3.7	8.0	-5.1	0.8
Cc1[nH]c2ccccc2c1C(=O)COC(=O)c1c(-c2c(F)cccc2Cl)noc1C	.	-8.6	-15.7	-0.1	21.5	-16.9	5.4	.
COc1ccc(CCC(=O)NCc2cn3ccccc3n2)cc1	0.2	.	-1.3	-0.7	3.9	-3.8	6.7	-9.1
N#Cc1ccc(NC(=O)Nc2cccc(C#N)c2)cc1	-1.0	.	.	.	0.6	11.1	-1.5	3.7
CN1/C(=C\C=N\NC(=O)c2ccccc2Br)C(C)(C)c2ccccc21	1.5	7.4	.	18.3	8.2	-5.5	-4.3	.
FC(F)(F)c1ccc(NCc2ccccn2)nc1	-87.5	-0.5	-4.3	6.0	-121.1	-55.7	-5.7	-5.7
C[C@H](CO)N1C[C@H](C)[C@H](CN(C)C(=O)CN(C)C)Oc2cc(-c3cncnc3)ccc2S1(=O)=O	-5.3	0.2	?	6.1[16.7 µM]	.	17.0	-5.1	-0.3
Cc1ccc(S(=O)(=O)Nc2ccc3cn[nH]c3c2)cc1C	0.2	0.7	-8.4	72.2	18.5	12.7	6.1	-3.1
O=c1c2[nH]cnc2n(-c2cccc(Br)c2)c(=O)n1Cc1ccccc1	0.8	-0.5	6.5	11.6	-9.8	-22.5	1.7	2.2
CCN1CCN(S(=O)(=O)c2ccc(Cl)c(C(=O)Nc3cc(Cl)ccc3N3CCOCC3)c2)CC1	.	1.6	.	.	17.2	-5.4	0.3	-2.6
CC(NS(=O)(=O)c1ccccc1)c1n[nH]c(=S)n1-c1ccccc1 (configuration not stated)	8.7	.	-9.2	-1.9	2.1	-0.1	6.0	-2.8
Cc1ccc(NC(=O)CSC(C)C(=O)OCC(=O)N2CCN(C(=O)c3ccco3)CC2)cc1 (configuration not stated)	-1.9	-9.0	1.2	0.3	-0.4	8.2	-10.7	10.0
O=C(NC1=NCCS1)c1ccc(Cl)cc1	-116.6	-2.9	.	.	-177.9	-34.8	-2.0	0.3
O=C1NN=C(c2ccccc2)CC1c1ccc(Cl)cc1Cl (configuration not stated)	-2.7	.	4.2	-6.7	1.0	-18.6	3.3	-1.6
CN(C)S(=O)(=O)c1ccc(N)c([N+](=O)[O-])c1	-3.3	0.9	.	.	15.5	-6.8	-3.5	-0.8
CCC1OC(C2CC2)CC2=C1C(=O)OC(C)(C)O2 (configuration not stated)	-2.3	.	.	.	-10.7	-22.9	9.4	-1.1
CCCc1cn(CC[C@H]2CC[C@@H](NC(=O)C3CCOCC3)[C@H](CO)O2)nn1	1.2	11.1	-2.7	.	-7.3	2.6	-6.2	-1.5
C/C(=N\O)c1c(O)cc(-c2ccccc2)n(-c2ccccc2)c1=O	2.4	0.1	3.1	-5.1	12.8	4.3	1.1	4.1
CC(=O)N1CC(C)Sc2ccc(S(=O)(=O)NC3CCCCC3C)cc21 (configuration not stated)	1.1	10.0	-2.8	67.1	16.8	3.2	-4.0	3.6
COC(Cc1n[nH]c(=S)n1-c1ccc(Cl)cc1)OC	.	0.3	-15.9	4.5	2.2	.	0.1	.

Four of the entries above in order of the CASP6 VEID inh value, low to high.
smiles	PGC1a acetyl inh	miR122 inh	LGR2 antag	CASP6 VEID inh
FC(F)(F)c1ccc(NCc2ccccn2)nc1	-4.3	6.0	-55.7	-5.7
CC(NS(=O)(=O)c1ccccc1)c1n[nH]c(=S)n1-c1ccccc1 (configuration not stated)	-9.2	-1.9	-0.1	-2.8
CC(=O)N1CC(C)Sc2ccc(S(=O)(=O)NC3CCCCC3C)cc21 (configuration not stated)	-2.8	67.1	3.2	3.6
N#Cc1ccc(NC(=O)Nc2cccc(C#N)c2)cc1	.	.	11.1	3.7

More compounds.
SMILES	EWS-Fli block	Cneo AK release	PGC1a acetyl inh	miR122 inh	PAX8 reporter	LGR2 antag	FN deposition inh	CASP6 VEID inh
N#Cc1ccc(OCCOCCNC2CCCC2)cc1	0.2	.	.	.	0.5	-6.1	-2.2	0.0
C[C@@H]1CN([C@@H](C)CO)C(=O)c2cc(NS(=O)(=O)c3ccc(Cl)cc3)ccc2O[C@@H](C)CCCCO[C@@H]1CN(C)Cc1ccc(C(=O)O)cc1	-16.8	2.4	3.4	1.0[16.7 µM]	-11.5	10.0	-0.8	-1.2
COc1ccc(Cc2nnc(NCCO)[nH]c2=O)cc1OC	2.3	-1.8	1.5	-7.5	7.4	-1.4	1.1	0.7
O=C(NCCc1ccccc1)c1cc(=O)c2ccccc2o1	-24.0	.	.	.	-16.3	-46.9	-4.6	4.2
CCOc1ccccc1-n1c(=S)sc2c(=O)n(-c3ccc(F)cc3)c(SCC(=O)O)nc21	-27.4	-1.4	2.5	1.9	24.1	0.6	-1.8	-2.1
CCc1cccc(CC)c1NC(=S)NCC(c1cccnc1)N(C)C (configuration not stated)	0.8	.	.	.	6.0	3.4	5.5	-5.2
COc1ccc2[nH]c(=O)c(CN(CCc3ccccc3)C(C)=O)cc2c1	.	-0.6	-3.2	32.7	.	33.7	0.1	.
Cc1oc(-c2ccccc2F)nc1CS(=O)(=O)CC(=O)NCCCc1ccccc1	3.3	-0.7	4.4	-1.2	20.7	-1.1	6.4	-1.7
CC(C)CCN1C(=O)c2ccc(C(=O)Nc3ccccc3C(=O)O)cc2C1=O	9.2	.	.	.	-4.6	-2.1	-1.5	5.6
COc1nc(NCc2ccco2)nc(N2CCC(C)CC2)n1	.	1.4	1.8	3.7	.	-16.1	.	.
C[C@H]1CN([C@@H](C)CO)S(=O)(=O)c2ccc(-c3ccc(F)cc3)cc2O[C@H]1CN(C)C(=O)C1CCCCC1	-0.4	-1.1	-2.8	-1.6[16.7 µM]	.	14.6	-18.4	0.8
Cc1cnc(C(=O)Nc2ccc(C)c(S(=O)(=O)N3CCCCCC3)c2)cn1	2.8	0.9	1.9	3.1	9.4	-4.6	10.3	7.9
C[C@H](CO)N1C[C@H](C)[C@H](CN(C)C(=O)Nc2ccc(C(F)(F)F)cc2)Oc2ccc(NC(=O)c3ccncc3)cc2C1=O	-0.5	21.9	1.8	-2.3[16.7 µM]	-3.3	-23.3	-8.8	3.4
CC(=O)Nc1ccc(C(=O)OCC(=O)NC(=O)NCc2ccccc2)cc1	0.5	0.4	-3.0	2.8	-12.7	-2.4	-13.5	6.2
O=C(NCCCCc1ccccc1)C1CC(c2ccc([N+](=O)[O-])cc2)=NO1 (configuration not stated)	-10.0	-0.4	.	-1.6	11.4	-6.3	-7.4	.
Cc1ccc(/C(O)=C2\C(=O)C(=O)N(C)C2c2ccc(Br)cc2)cc1 (configuration not stated)	10.5	0.9	-7.5	-1.8	4.1	1.7	-2.1	1.1
Cc1cc(NC(=O)CC2CCCC2)ccc1Br	-136.8	-1.3	.	8.0	-177.8	-28.4	-5.7	2.2
Cc1ccc(-n2nc3c(=O)n(CCCC(=O)NCc4ccc(Cl)cc4)nc(C)c3c2C)cc1	.	-3.0	-11.3	-6.3	54.9	-5.5	2.5	-1.3
COc1ccc2c3c([nH]c2c1)[C@@H](CO)N(C(=O)c1cccnc1)CC31CN(C(=O)c2cccnc2)C1	-7.9	.	-1.6	.	.	-8.4	.	4.1
O=C(CCS(=O)(=O)c1ccccc1)Nc1nc(-c2cccs2)cs1	-5.5	-0.2	7.4	-2.8	55.3	15.5	-18.5	-2.6
CCOC(=O)[C@@H]1[C@H]2COc3ccc(Br)cc3[C@@H]2N2C(=O)N(c3cccc(Cl)c3)C(=O)[C@@]12C	27.9	-3.3	11.7	-0.7	16.1	2.2	-4.5	0.3
CO[C@@H]1CN(C)C(=O)c2ccc(NC(=O)C3CCCCC3)cc2OC[C@@H](C)N(C(=O)Nc2ccc(C(F)(F)F)cc2)C[C@H]1C	-10.8	-4.3	-5.4	.	30.9	7.4	.	0.0
CN(C)c1nnnn1-c1ccc(Oc2ncc(C(F)(F)F)cc2Cl)cc1	10.2	.	5.0	-1.1	13.7	10.4	.	0.3
Cc1ccc(CN(C)C(=O)C2CCC(=O)N(CC3CCCCC3)C2)o1 (configuration not stated)	2.3	-0.6	.	.	-1.0	-8.0	-2.1	4.1
COc1cc(C2C(C#N)=C(N)N(c3cccnc3)C3=C2C(=O)CC(C)(C)C3)ccc1O (configuration not stated)	.	-2.0	-4.1	-3.9	.	.	6.3	.

Quoted from the listing:
For miR122 inh, `COc1ccc(CCC(=O)NCc2cn3ccccc3n2)cc1` is listed with -0.7
For PAX8 reporter, `CN(C)S(=O)(=O)c1ccc(N)c([N+](=O)[O-])c1` is listed with 15.5

(listing goes on)
SMILES	EWS-Fli block	Cneo AK release	PGC1a acetyl inh	miR122 inh	PAX8 reporter	LGR2 antag	FN deposition inh	CASP6 VEID inh
O=S(=O)(O)c1nc2ccccc2n1Cc1ccccc1	.	8.7	.	-1.6	-19.9	13.7	-0.4	.
CN1CCN(c2ccc(S(=O)(=O)N3CCCCC3)cc2NC(=O)COc2ccc([N+](=O)[O-])cc2)CC1	10.8	-1.7	9.5	1.2	7.0	-17.1	-5.8	-1.8
COc1ccc(NC(=O)Cc2nnc(SCC(=O)NC3CCCC3)n2C)cc1	1.0	1.3	.	.	-1.2	-0.1	-2.2	-2.7
O=C(NCCCN=C1NS(=O)(=O)c2ccccc21)c1ccco1	-0.6	0.6	0.5	.	.	9.3	.	.
CC1CN=C(Nc2cccc(S(=O)(=O)N(C)C)c2)S1 (configuration not stated)	4.5	.	-5.6	.	3.4	-11.9	.	1.2
CC(C)CN(C(=O)CSc1nc2ccccc2[nH]1)C1CCS(=O)(=O)C1 (configuration not stated)	4.3	-0.9	.	.	5.1	20.1	-1.5	0.8
Cc1cc2oc(C(=O)N(Cc3ccc(N(C)C)cc3)CC3CCCO3)c(C)c2cc1C (configuration not stated)	13.8	0.6	3.6	5.9	-8.1	0.6	8.3	-5.7
COc1ccc(C2NC(=O)c3ccccc3O2)c(OC)c1OC (configuration not stated)	.	1.6	6.4	1.3	.	.	-5.8	.
Cc1ccc(C(=O)CCC(=O)N(C)CC(=O)Nc2ccccc2Br)cc1	-0.9	-2.4	-4.6	-3.1	-0.5	-0.1	-6.5	0.4
CSc1ccc(CCNC(=O)CCc2nnc3ccc(NCCCN4CCCC4=O)nn23)cc1	3.5	-2.1	-1.5	-3.5	2.2	-7.1	0.0	-2.3

Screening results (PubChem BioAssay)
